ABHD5-PLIN5 inh: ABHD5-PLIN5 protein interaction inhibition; AID 602281; Q00G26+Q8WTS1; inhibition, % at 4 µM; Split G. princeps luciferase complementation, luminescence, 4 h; hit rate 0.78% among 360,000;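 active = inhibition above the mean inhibition across every tested compound plus 3 SD, cut at about 22% in these data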;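 note: 0% = DMSO only wells and the 100% control is not disclosed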
Target sequence (Q00G26 whole entry, looked up): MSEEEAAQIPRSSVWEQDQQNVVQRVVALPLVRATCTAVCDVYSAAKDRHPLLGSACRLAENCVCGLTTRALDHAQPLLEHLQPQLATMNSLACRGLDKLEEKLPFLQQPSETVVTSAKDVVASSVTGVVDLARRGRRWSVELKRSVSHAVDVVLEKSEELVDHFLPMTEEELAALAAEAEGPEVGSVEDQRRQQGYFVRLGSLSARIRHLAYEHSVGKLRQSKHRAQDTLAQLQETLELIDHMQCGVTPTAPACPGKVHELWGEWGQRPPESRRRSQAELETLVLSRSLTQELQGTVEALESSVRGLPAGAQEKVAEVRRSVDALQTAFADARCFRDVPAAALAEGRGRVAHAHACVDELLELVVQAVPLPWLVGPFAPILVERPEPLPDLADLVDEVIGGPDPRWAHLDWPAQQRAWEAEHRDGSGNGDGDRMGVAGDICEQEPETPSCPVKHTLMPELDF
Target sequence (Q8WTS1 whole entry, looked up): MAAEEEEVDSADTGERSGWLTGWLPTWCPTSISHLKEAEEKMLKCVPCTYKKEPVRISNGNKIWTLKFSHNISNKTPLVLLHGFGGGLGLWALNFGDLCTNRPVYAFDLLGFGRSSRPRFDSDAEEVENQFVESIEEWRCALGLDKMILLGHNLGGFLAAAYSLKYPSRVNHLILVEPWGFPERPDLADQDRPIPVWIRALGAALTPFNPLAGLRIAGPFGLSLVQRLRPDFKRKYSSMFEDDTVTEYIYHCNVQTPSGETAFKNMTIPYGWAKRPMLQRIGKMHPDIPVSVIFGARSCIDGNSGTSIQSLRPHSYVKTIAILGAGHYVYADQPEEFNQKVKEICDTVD
MC4R antag cAMP: antagonists of human melanocortin 4 receptor (MC4R); inhibition, % at 6.5 µM; P32245; MC4R-expressing cells, MTII-stimulated cAMP, LANCE TR-FRET; hit rate 0.48% among 360,000;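 active = inhibition above its plate's cutoff, the mean of tested wells on that plate plus 3 SD, cut at about 29% in these data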;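 note: 0% = Melanotan II alone and 100% = Melanotan II plus saturating MCL0020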
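material = U2OS cells stably expressing human melanocortin 4 receptor (MC4R) | also added = Melanotan II challenge | dosing = single nominal compound dose of 6.5 µM | detection = TR-FRET with Eu-cAMP and labeled anti-cAMP, 671 nm | replication = singlicate | timing = compound 30 min, challenge 1 h, detection 1 h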
NOD2-RIPK2 inh: NOD2-RIPK2 protein interaction inhibition. inhibition, % at 4.98 µM. O43353. hit rate 0.38% among 360,000. AID 624267. CHO BLA complementation NOD2-RIPK2, CCF4 ratio; in the data active = inhibition above about 21%;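 note: 0% = vehicle only and 100% = reference blocker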
aDG glyco act: increases alpha dystroglycan glycosylation. activation, % at 10 µM. hit rate 0.22% among 360,000. Pro5-aDG cells, alpha-DG glycosylation AlphaScreen (IIH6); 0% Pro5, 100% B10-LARGE cell signal. AID 624168;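 active = activation of at least 8% versus controls, or a plate z-score of at least 8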;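 note: Pro5 are CHO cells carrying HIG-tagged alpha-DG that lacks glycosylation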
ABCB6 inh MLPCN: human ABCB6 transporter inhibition. Q9NP58. K562-ABCB6 porphyrin accumulation, flow cytometry, 1 h; hits give low values. fluorescence ratio to DMSO, % at 10 µM. hit rate 0.19% among 360,000. AID 602162;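 active = fluorescence ratio to DMSO below 75%, the collection mean minus 3 SD; inconclusive = too few cells collected in the well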;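 note: signal is porphyrin accumulated inside mitochondria; 100% equals median channel fluorescence of DMSO control wells; lower ratio means ABCB6 inhibition with less porphyrin fluorescence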
MC4R barr agon: agonists of human melanocortin 4 receptor (MC4R) beta-arrestin. activation, % at 8.9 µM. P32245. AID 540308. U2OS MC4R beta-arrestin complementation, luminescence; percent of melanotan II response, DMSO zero. hit rate 0.98% among 360,000;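 active = activation above a per-plate cutoff, the mean activation of sample wells on that plate plus 3 SD, cut at about 8% in these data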
Granule exo inh: lytic granule exocytosis inhibition | inhibition, % at 10 µM | hit rate 0.66% among 360,000 | AID 651702 | TALL-104 LAMP-1 surface exposure, flow cytometry; cells stimulated with thapsigargin and PMA;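 active = inhibition above about 55%, limit read from the data; inconclusive = no clear call, values can overlap the other calls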
N-glyco inh: N-linked glycosylation inhibition; D54 ERlucT glycosylation luciferase reporter, 24 h; percent of 100 nM tunicamycin response; reporter increase, % at 12.5 µM; hit rate 0.23% among 360,000;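 active = mean luciferase reporter signal, scaled so untreated is 0 and the glycosylation-blocking control 100, at or above a set limit in every replicate; inconclusive = mean reaches the limit but not every replicate does; inactive = mean below the limit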;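 note: luciferase carries N-glycosylation sites so blocking glycosylation raises the light; 0% = median of neutral control wells and 100% = median of 100 nM tunicamycin wells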
TLR9-MyD88 block: blocks human TLR9 binding to MyD88 | hit rate 0.21% among 340,000 | inhibition, % at 4.98 µM | CHO BLA complementation TLR9-MyD88, CCF4 FRET ratio | Q9NR96+Q99836;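 active = inhibition above the mean over all tested compounds plus 3 SD, cut at about 21% in these data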;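 note: 0% = DMSO only wells and 100% = clavulanate BLA inhibitor control wells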
Vif imaging: blocks HIV Vif function; HEK293T cells, Vif self-association by quenched fluorescence, imaging, 24 h; inhibition, % at 7.49 µM; hit rate 0.35% among 340,000; in the data active = inhibition above about 50%, passing the limit was not always enough; inconclusive = no clear call, values can overlap the other calls; inactive = below about 31%; note: some results filed as inactive read as strong as hits
Active calls of the source: *; ? = inconclusive; . = no result given. This is a subset. The share of hits here may be higher or lower than overall.

entry	ABHD5-PLIN5 inh	MC4R antag cAMP	NOD2-RIPK2 inh	aDG glyco act	ABCB6 inh MLPCN	MC4R barr agon	Granule exo inh	N-glyco inh	TLR9-MyD88 block	Vif imaging	canonical_smiles
1	2	-4	-13	0.0	95	-1.4	0	1	-9	-1	CN(Cc1ccccc1)C(=O)COC(=O)Cc1ccc(Cl)cc1
2	-3	-4	-4	0.2	97	-0.8	5	0	3	18	COc1ccc(C(=O)N(C)C2(C)CCS(=O)(=O)C2)cc1OC (configuration not stated)
3	-2	9	5	0.5	108	1.9	-3	-2	0	-6	O=C(CSc1ccc(Br)cc1)N1CCN(C(=O)c2ccco2)CC1
4	-7	8	-8	0.2	97	-0.7	2	-8	1	-8	CCC(C)(c1nnnn1-c1c(C)cccc1C)N(N=O)c1ccccc1Cl (configuration not stated)
5	2	3	0	-0.3	104	-1.6	-3	-3	-4	3	O=C(CNC(=O)c1ccc(Cl)cc1Cl)OCCOc1ccccc1
6	-1	0	1	0.0	101	-3.8	13	-1	-6	?	Nc1ccc(-c2ccc(N)c([N+](=O)[O-])c2)cc1[N+](=O)[O-]
7	8	-14	8	-0.1	96	0.6	8	0	6	-16	CCn1c2ccccc2c2nc3cc(S(=O)(=O)N4CCOCC4)ccc3nc21
8	4	9	-2	0.1	99	-0.5	-16	0	-1	14	C=CCN(C(=O)c1csnn1)C(C(=O)NC1CCCCC1)c1ccc(F)cc1 (configuration not stated)
9	-2	13	-9	0.3	98	0.6	7	-6	4	-1	CCN(CC(O)CON=C1c2ccccc2-c2ccccc21)S(=O)(=O)c1ccc(Cl)cc1 (configuration not stated)
10	-9	12	-7	0.0	95	-0.7	13	1	-1	20	COc1ccc(Cl)cc1NC(=O)CN(C)S(=O)(=O)c1cccs1
11	-4	2	-2	-0.2	108	-0.5	16	1	-1	-73	CCC(C)C(NC(=O)c1ccc(Cl)cc1)C(=O)O (configuration not stated)
12	29*	-13	-10	-0.1	99	-2.4	5	2	0	8	CC(/C=C/c1cccc([N+](=O)[O-])c1)=N/NC(=O)c1cccnc1
13	-1	15	0	-0.5	95	1.0	-4	-3	5	0	CC(=O)c1c(O)c(C)c(O)c2c1OC1=Cc3c(c(C)nn3C)C(=O)C12C (configuration not stated)
14	-9	6	-2	0.1	97	0.2	-3	2	-12	-9	Cc1ccc(C)c(C(=O)CSc2nc3ccccc3c(=O)[nH]2)c1
15	-10	-3	-2	0.0	112	-0.1	-1	0	0	77*	CCc1ccc(C2C(C#N)=C(N)SC(N)=C2C#N)s1
16	-1	1	-6	-0.1	87	-1.1	5	3	-2	-5	O=C1/C(=C\Nc2ccc(Cl)cc2)CCN1c1ncccn1
17	-1	4	-4	-0.1	98	-1.0	8	0	-6	-3	CC1(C)C(=O)Nc2ccccc2N1C(=O)COC(=O)c1ccc([N+](=O)[O-])o1
18	-4	2	-1	0.1	92	-2.5	-1	-2	5	-2	CCOC(=O)N1CCN(c2ccc(C(=O)CC)cc2F)CC1
19	0	12	-6	-0.1	97	-2.0	-1	-4	-3	-7	CCN(C(=O)c1cc2c(=O)[nH]c3ccc(C)cc3c2s1)c1ccc(OC)cc1
20	6	0	-4	0.0	94	-2.0	-4	3	4	-6	Cc1ccc(C(=O)NN2C(=O)C3C(C2=O)C2C=CC3C23CC3)cc1 (configuration not stated)
21	13	-2	11	-0.1	91	0.3	1	1	2	-8	Nc1nc(-c2ccccc2)c(N=Nc2ccc(Cl)cc2)s1
22	-3	9	-10	-0.1	101	1.3	-8	2	-10	-4	C[n+]1cccc(C(=O)Nc2ccccc2)c1
23	-5	21	-6	0.0	98	14*	-3	1	-20	110*	NC(=O)c1c(NC(=O)C2COc3ccccc3O2)sc2c1CCN(Cc1ccccc1)C2 (configuration not stated)
24	2	16	8	-0.5	100	0.7	0	3	-1	-7	Cc1ccc(NC(=O)COn2nnc3ccc(S(=O)(=O)N(C)C)cc32)cc1F
25	5	2	-1	0.1	95	-2.0	-3	-2	-5	0	Cc1ccc(C(=O)N(c2ccccn2)C(C)c2ccco2)cc1 (configuration not stated)

Entries above shown as hits in Vif imaging.
entry	ABHD5-PLIN5 inh	MC4R antag cAMP	NOD2-RIPK2 inh	aDG glyco act	ABCB6 inh MLPCN	MC4R barr agon	Granule exo inh	N-glyco inh	TLR9-MyD88 block	Vif imaging	canonical_smiles
15	-10	-3	-2	0.0	112	-0.1	-1	0	0	77*	CCc1ccc(C2C(C#N)=C(N)SC(N)=C2C#N)s1
23	-5	21	-6	0.0	98	14*	-3	1	-20	110*	NC(=O)c1c(NC(=O)C2COc3ccccc3O2)sc2c1CCN(Cc1ccccc1)C2 (configuration not stated)

(further entries)
entry	ABHD5-PLIN5 inh	MC4R antag cAMP	NOD2-RIPK2 inh	aDG glyco act	ABCB6 inh MLPCN	MC4R barr agon	Granule exo inh	N-glyco inh	TLR9-MyD88 block	Vif imaging	canonical_smiles
26	17	-21	7	-0.3	106	-3.3	1	13	0	2	CCOc1cc(C(=O)N/N=C/C(Br)=C/c2ccccc2)cc(OCC)c1OCC
27	-1	-10	3	0.4	93	-1.0	6	-3	4	0	CNC(=O)c1ccccc1NC(=O)c1cccc(S(=O)(=O)N2CCC(C)CC2)c1
28	3	2	-7	-0.2	105	0.8	0	4	0	4	O=C(O)c1nc(N2CCOCC2)nc(N2CCOCC2)n1
29	7	-4	1	-0.2	86	0.6	3	-15	-7	5	Cc1nc(NC(=O)c2csc3ccccc23)sc1C
30	3	19	34*	-0.4	105	3.9	21	6	19	-17	CCc1ccc(C(=O)Cn2ncc(Cl)c(Cl)c2=O)cc1
31	6	4	-11	-0.2	95	-0.5	-2	1	2	-1	CCN(CC)C(=O)C(=O)c1cccn1-c1ccccc1C#N
32	-7	1	4	-0.3	99	-0.6	7	1	2	13	COc1ccc(C2CCc3cc(OC)c(OC)cc3C2NC=O)cc1OC (configuration not stated)
33	-2	10	7	1.4	92	-1.6	-3	-12	-8	-14	CCOC(=O)c1c(-c2ccc(C)cc2)csc1NC(=S)NC(=O)c1ccccc1
34	-1	11	-3	0.2	98	-1.4	0	1	4	-7	COc1ccc(Cl)cc1NC(=O)CN1C(=O)CC(C)S(=O)(=O)c2ccccc21 (configuration not stated)
35	-6	5	-10	0.5	97	-1.1	-4	2	-1	-6	CCCCOc1ccc(/C=N/NC(=O)c2nnn(-c3nonc3N)c2C)cc1
36	7	-19	9	0.0	91	-2.9	-1	3	-5	10	COc1cc(OC)cc(C(=O)N/N=C(\C)CC(=O)Nc2ccccn2)c1
37	-3	3	6	-0.2	108	-3.6	-1	5	8	0	COC(=O)c1c(NC(=O)c2ccc([N+](=O)[O-])o2)sc2c1CCN(C(C)C)C2
38	4	5	-6	-0.2	99	-1.6	-1	2	2	-7	CCCCC(=O)N/N=C/c1cc([N+](=O)[O-])ccc1N1CCOCC1
39	41*	4	18	0.3	98	0.1	14	-16	3	-6	CC1(C)CCSC(/C=C/c2ccccc2)=N1
40	11	-3	-4	0.0	95	3.0	18	3	7	-1	CCc1ccc(OCc2nnc(SCc3ccc(C(=O)O)cc3)o2)cc1
41	7	4	-1	-0.2	87	-1.7	-1	3	-3	8	O=C1C=C(O)C(n2cncn2)C(c2ccc3c(c2)OCO3)C1 (configuration not stated)
42	7	12	-23	-0.2	95	-2.9	-1	-2	-6	-3	O=C(C1CCC(=O)N(C2CC2)C1)N1CCN(c2ccccc2Cl)CC1 (configuration not stated)
43	3	4	6	-0.1	95	-1.1	0	0	-3	-8	CCOc1ccc(C(C)NC(=O)Nc2ccc(F)cc2F)cc1 (configuration not stated)
44	-10	0	2	-0.1	102	1.9	26	-2	-18	-7	N#Cc1nc(COc2ccccc2F)oc1NCc1ccc(F)cc1
45	-2	3	9	-0.2	98	-1.5	1	3	9	23	CCOc1ccc(C(=O)NCC(=O)OCC(=O)Nc2nnc(-c3ccccc3)o2)cc1
46	2	3	-6	0.1	96	-0.9	-7	2	-1	2	CC(C)c1ccc(NC(=O)C2C3C=CC4(O3)C2C(=O)N(CCN2CCOCC2)C4C(=O)NC2CCCCC2)cc1 (configuration not stated)
47	2	-1	-5	-0.1	95	0.7	0	2	7	.	C[C@@H]1CN([C@@H](C)CO)C(=O)c2cc(Br)cnc2O[C@H]1CN(C)Cc1cccnc1
48	3	1	-3	-0.1	99	0.2	3	1	0	-6	CC(=O)c1ccccc1OC(=O)c1ccco1
49	14	5	-10	-0.1	91	-1.4	0	-1	10	-2	COc1ccccc1NS(=O)(=O)c1cccc(C(=O)NNC(=O)c2ccc(=O)[nH]c2)c1
50	-8	.	-2	-0.2	104	.	0	-2	.	.	CCOC(=O)C1=CCN(S(=O)(=O)c2ccc(Br)cc2)C1c1ccc(C)cc1 (configuration not stated)
51	10	9	7	0.7	99	-0.2	1	2	10	-2	COc1cccc(-n2nnc3c(=O)n(Cc4ccc(Br)cc4)cnc32)c1
52	15	7	15	-0.2	92	2.2	-2	-5	-12	-4	COc1cc(OC)c2c(-c3ccccc3)cc(=O)oc2c1C(CCN1CCCCC1)c1ccc2c(c1)OCO2 (configuration not stated)
53	-4	2	2	0.1	98	-0.9	13	0	-10	20	COCCOC(=O)c1ccc(NC(=O)COc2ccc([N+](=O)[O-])cc2)cc1
54	3	9	-3	1.0	99	-2.1	-2	0	14	-33	COCCNC(=S)Nc1cccc2cnccc12
55	9	0	-10	0.5	101	2.4	0	1	-7	2	COC(=O)c1sccc1NC(=O)CSCC(=O)O
56	3	24	-12	0.2	100	-1.2	-3	0	-3	1	CNC(=O)c1cc(NC(=O)CCn2nc(-c3ccccc3)c3ccccc3c2=O)ccc1OC
57	-2	5	10	0.0	91	-0.1	-1	-2	7	.	Cc1noc(/C=C/N(C)C)c1S(=O)(=O)N1CCCC(C(=O)NC2CCCCC2)C1 (configuration not stated)

Compounds listed so far that contain a cyano group (three):
entry	ABHD5-PLIN5 inh	MC4R antag cAMP	NOD2-RIPK2 inh	aDG glyco act	ABCB6 inh MLPCN	MC4R barr agon	Granule exo inh	N-glyco inh	TLR9-MyD88 block	Vif imaging	canonical_smiles
15	-10	-3	-2	0.0	112	-0.1	-1	0	0	77*	CCc1ccc(C2C(C#N)=C(N)SC(N)=C2C#N)s1
31	6	4	-11	-0.2	95	-0.5	-2	1	2	-1	CCN(CC)C(=O)C(=O)c1cccn1-c1ccccc1C#N
44	-10	0	2	-0.1	102	1.9	26	-2	-18	-7	N#Cc1nc(COc2ccccc2F)oc1NCc1ccc(F)cc1

Screening data from PubChem BioAssay.
